Bioassay records as filed in PubChem BioAssay.
HEK293 NFkB inh = inhibitors of PMA/ionomycin-induced NF-kB reporter, primary screen, antigen receptor NF-kB inhibitor project, cell-based, HEK-293 luciferase reporter, luminescence; inhibition, % at 3 µM; 62,000 tested, 0.21% active; HEK-293 NF-kB luciferase reporter;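 active = inhibition above the mean of all tested compounds plus 3 SD, cut at about 40% in these data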;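 also: 0% = stimulated DMSO wells and 100% = 10 µM reference inhibitor 5653914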
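System: NF-kB luciferase reporter HEK-293 cells | Replication: Single test | Control set: DMSO vs reference inhibitor | Evaluation: % inhibition | Schedule: 1 h pretreatment, 16 h stimulation, 37 °C | Probe or stimulus: PMA with ionomycin | Compound dosing: One dose, 3 µM | Detection: Luciferase luminescence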
D1 allo mod = D1 CRE-luciferase signal change, two-sided – cell-based, HEK293 D1, dopamine EC30, D1 allosteric modulator project, primary screen; D(1A) dopamine receptor (Homo sapiens), P21728; dopamine EC30 potentiation; actives deviate in either direction; B-score at 10 µM; 58,000 tested, 5.9% active;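 active = luminescence count or its row- and column-corrected plate score outside the 99.7% band of the plate's sample wells, on either side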
S1P3 agonist = human S1P3 receptor agonists, primary screen, cell-based, primary and confirmation, NFAT-BLA reporter; Sphingosine 1-phosphate receptor 3 (Homo sapiens), Q99500; S1P3 NFAT-BLA reporter cells, agonism, FRET ratio; relative to 1 µM S1P, basal subtracted; activation, % at 4.5 µM; 60,000 tested, 0.1% active; AID 373, 2006;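 active = activation above the screen-wide mean plus 3 SD, cut at about 4.5% in these data, passing the limit was not always enough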; also: some compounds called inactive have numbers as strong as hits
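Material: Human S1P3 NFAT-BLA reporter CHO cells | Incubation: Overnight plating, 4 h compound 37 °C, 2 h substrate RT | Signal: FRET β-lactamase substrate fluorescence, excitation 405 nm, 460/535 nm emission ratio, background-subtracted | Compound: 4.5 µM final, single dose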
Ec RNAP inh = E. coli RNAP inhibitors, biochemical. DNA-directed RNA polymerase subunit beta (Escherichia coli (strain K12)), P0A8V2. E. coli RNA polymerase, fluorescence transcription assay. inhibition, %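 (tested at 10 µM)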. 62,000 tested, 0.2% active. AID 559, 2006; in the data active = inhibition above about 20%;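 also: 0% = enzyme without compound and 100% = no enzyme blank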
Target sequence (P0A8V2 whole entry, looked up): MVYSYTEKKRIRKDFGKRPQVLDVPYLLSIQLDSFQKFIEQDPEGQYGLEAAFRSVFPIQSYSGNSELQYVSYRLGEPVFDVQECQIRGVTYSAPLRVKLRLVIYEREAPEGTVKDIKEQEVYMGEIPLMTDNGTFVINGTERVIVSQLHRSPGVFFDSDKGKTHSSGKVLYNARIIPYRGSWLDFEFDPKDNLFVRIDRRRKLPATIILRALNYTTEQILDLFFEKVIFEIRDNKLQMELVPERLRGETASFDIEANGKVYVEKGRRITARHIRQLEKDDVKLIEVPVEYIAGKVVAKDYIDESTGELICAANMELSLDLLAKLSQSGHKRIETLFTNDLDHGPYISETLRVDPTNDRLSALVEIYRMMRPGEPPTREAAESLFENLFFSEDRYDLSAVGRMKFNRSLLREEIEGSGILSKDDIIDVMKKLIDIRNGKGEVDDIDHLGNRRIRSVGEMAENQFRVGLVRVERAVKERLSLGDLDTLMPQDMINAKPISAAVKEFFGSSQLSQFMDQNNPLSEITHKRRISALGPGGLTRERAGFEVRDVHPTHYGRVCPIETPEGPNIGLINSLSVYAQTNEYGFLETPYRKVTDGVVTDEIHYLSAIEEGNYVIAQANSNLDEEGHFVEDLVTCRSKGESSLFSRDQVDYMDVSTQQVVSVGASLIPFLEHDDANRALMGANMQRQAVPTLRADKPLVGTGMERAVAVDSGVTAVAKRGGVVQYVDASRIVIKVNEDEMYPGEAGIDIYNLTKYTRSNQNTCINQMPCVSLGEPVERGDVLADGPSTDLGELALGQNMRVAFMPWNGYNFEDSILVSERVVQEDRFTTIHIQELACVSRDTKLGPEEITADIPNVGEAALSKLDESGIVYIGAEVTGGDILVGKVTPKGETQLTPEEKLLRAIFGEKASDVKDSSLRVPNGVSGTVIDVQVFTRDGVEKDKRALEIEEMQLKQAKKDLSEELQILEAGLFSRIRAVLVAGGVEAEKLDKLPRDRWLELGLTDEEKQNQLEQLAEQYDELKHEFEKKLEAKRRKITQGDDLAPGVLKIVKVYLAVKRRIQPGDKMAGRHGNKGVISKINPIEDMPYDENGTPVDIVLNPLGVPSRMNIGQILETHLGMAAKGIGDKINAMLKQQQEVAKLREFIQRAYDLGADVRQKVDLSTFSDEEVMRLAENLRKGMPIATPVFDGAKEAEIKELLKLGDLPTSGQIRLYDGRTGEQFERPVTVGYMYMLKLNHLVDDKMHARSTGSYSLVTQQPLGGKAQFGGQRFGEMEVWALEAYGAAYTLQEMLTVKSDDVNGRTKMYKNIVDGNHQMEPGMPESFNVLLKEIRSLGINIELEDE
S1P1 ag-PAM = S1P1 agonists and agonism potentiators, primary screen, cell-based, primary and confirmation screens, CRE-bla reporter; Sphingosine 1-phosphate receptor 1 (Homo sapiens), P21453; S1P1 CRE-bla cells, forskolin, beta-lactamase FRET, potentiator mode; S1P1 agonist co-added at EC20, 2 nM; 100% = saturating reference agonist, 0% = basal; activation, % at 9.5 µM; 56,000 tested, 0.57% active;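 active = activation above a cutoff set at the mean activation of all tested compounds plus 3 SD, cut at about 54% in these data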;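 also: forskolin at 4 µM as EC80 and the EC20 agonist is SEW2871; 100% = SEW2871 at its EC100 plus forskolin at EC80; some compounds past the cut are filed as inactive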
M1 antagonist = antagonists of rat M1 muscarinic receptor. AID 628, 2007. CHO-M1 cells, Fluo-4 calcium, ACh EC80 antagonist mode; active compounds read low. B-score at 10 µM. 64,000 tested, 3.4% active. Muscarinic acetylcholine receptor M1 (Rattus norvegicus), P08482;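 active = calcium fluorescence response, raw or row-and-column corrected B-score, differing from the plate sample mean either way at a set confidence level, mostly lower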
Jurkat viability = cytotoxicity toward Jurkat T cells, primary screen, cytotoxicity control, cell-based, Jurkat E6.1, 60K MLSMR library | Jurkat E6.1 viability, ATP luminescence, 48 h | inhibition, % at 4 µM | 56,000 tested, 1.2% active | AID 463, 2006;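 active = inhibition above the mean inhibition of all tested compounds plus 3 SD, cut at about 28% in these data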
M1 agonist = M1 muscarinic receptor agonists, primary screen, CHO-M1 cells, Fluo-4 calcium, agonist mode | 64,000 tested, 3% active | B-score at 10 µM | AID 626, 2007 | Fluo-4 calcium fluorescence; active compounds read high | Muscarinic acetylcholine receptor M1;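 active = fluorescence rise, raw or as B-score row- and column-corrected plate score, outside the 99.7% band of its plate's samples, either direction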
TNAP act DEA = human TNAP enzyme activators, primary screen, biochemical, luminescent, intermediate phosphate acceptor level | activation factor at 20 µM | 64,000 tested, under 10 active | AID 813, 2007 | Alkaline phosphatase, tissue-nonspecific isozyme (Homo sapiens), P05186 | purified TNAP, CDP-star luminescence, 100 mM DEA, 30 min; active compounds read high; scale: 0 levamisole-inhibited, 1 vehicle-only enzyme;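 active = activation factor of at least 2 at 20 µM, relative to controls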
An asterisk follows results filed as active; / = no result given.

SMILES	HEK293 NFkB inh	D1 allo mod	S1P3 agonist	Ec RNAP inh	S1P1 ag-PAM	M1 antagonist	Jurkat viability	M1 agonist	TNAP act DEA
CCc1nc(SCC(=O)N2CCC(C)CC2)c2c(=O)n(C)c(=O)n(C)c2n1	9	0.032	-0.2	8	-5	-3.5*	4	3.4*	1
CC1(C)CC(=O)c2sc(NC(=O)CN3CCCCC3)nc2C1	16	0.47	-1.0	10	-25	-0.12	-1	-0.36	0.9
COC(=O)c1cc(COc2ccc3c4c(c(=O)oc3c2)CCCC4)c(C)o1	7	0.73	-1.3	-3	/	0.23	9	-0.046	0.9
COc1cccc(-c2noc(CCC(=O)Nc3cccnc3)n2)c1	20	1.6	-1.2	8	-13	-0.81	5	-0.18	0.9
Cc1noc(C)c1CSc1nc2[nH]ncc2c(=O)n1-c1ccccc1	32	11*	-0.7	/	/	0.75	83*	0.0024	/
COc1cc(NC(=O)Cc2ccc(Cl)cc2)ccc1NC(=O)c1ccco1	12	0.76	-0.1	9	-31	0.96	-8	-0.3	0.9
Cc1ccc(S(=O)(=O)N2CCN(C(=O)C3CCCCC3)CC2)cc1	6	0.44	-1.2	7	-15	1.3	-5	-0.026	1.1
Cc1nn(-c2ccccc2)c2c1C(c1ccccc1)C(C#N)=C(N)O2 (configuration not stated)	-2	0.0026	0.0	11	-9	-0.23	-3	0.0093	1
COc1ccc(C(=O)Nc2nc(N)n(-c3ccccc3)n2)cc1OC	/	/	-1.0	/	3	0.94	/	-0.17	0.9
CCOC(=O)c1c(C)[nH]c(C(=O)COC(=O)c2oc3ccc(OC)cc3c2C)c1C	16	/	0.5	-8	9	0.056	2	0.94	0.9
COc1ccccc1NC(=O)CN(c1ccc(C)cc1)S(=O)(=O)c1c(C)n[nH]c1C	27	1.3	-0.2	1	18	-2.1	6	-0.42	1.1
O=C1OC2CCC1(c1ccccc1)C2 (configuration not stated)	/	/	-1.6	/	1	-0.28	/	-1.1	0.9
O=C(CN1CCN(Cc2ccccc2)CC1)N1CCCc2c1c(=O)oc1ccc(O)cc21	6	-0.11	0.1	-5	14	-6.1*	3	-0.0002	0.9
COc1ccccc1-n1nnnc1SCc1cc2c(cc1Br)OCO2	0	/	-0.9	6	59	0.083	3	0.0049	0.9
Cc1ccc(C2NC(=O)c3c(sc4c3CCN(C)C4)N2)o1 (configuration not stated)	-12	0.9	0.0	-5	-23	-0.078	-4	0.063	0.8
Cc1ccccc1Cn1c(CN2CCc3ccccc3C2)nc2c1c(=O)n(C)c(=O)n2C	12	0.97	-1.1	/	-1	-0.57	5	0.8	/
O=C(CCCCCn1c(SCC(=O)c2ccccc2)nc2ccccc2c1=O)NCc1ccco1	14	-0.47	-0.6	4	5	-0.075	-1	0.057	0.9
CCn1c(SCC(=O)OC)nc2sc3c(c2c1=O)CCC3	/	16*	/	0	/	-1.1	/	-0.36	0.9
COC(=O)Cn1cc(C(=O)OC)cc(Br)c1=O	/	0.13	-2.7	-4	-2	0.041	/	0.12	0.9
CCOc1ccc(C2=CS/C(=C(\C#N)c3nnc4n3CCCCC4)N2CC)cc1	2	-3.7	/	4	/	-0.056	/	3.8*	0.9
CC(C)C(C(=O)OCC(=O)c1ccc2c(c1)NC(=O)CO2)N1C(=O)c2ccccc2C1=O (configuration not stated)	9	-0.11	0.4	-5	6	0.062	-2	-0.4	1
CC(C)COc1ccc(C(=O)CCN2CCCCC2)cc1	16	0.086	-0.4	9	-1	-7*	4	-0.21	0.9
Cc1ccc(OCC(=O)N2CCN(C3=NS(=O)(=O)c4ccccc43)CC2)cc1	11	0.76	-0.6	1	2	0.08	3	0.19	1
Cc1cccc(-n2ncc3c(NCCN4CCOCC4)ncnc32)c1	/	/	-4.4	6	-6	-0.66	/	-0.14	1
C=CCn1c(N)c(C(=O)N2CCN(C)CC2)sc1=S	15	-1.6	-0.3	7	/	-0.095	5	-0.34	0.9

Further results
SMILES	HEK293 NFkB inh	D1 allo mod	S1P3 agonist	Ec RNAP inh	S1P1 ag-PAM	M1 antagonist	Jurkat viability	M1 agonist	TNAP act DEA
CCc1c(C#N)c(SCc2c(C)noc2C)nc2c1C(=O)CC(C)(C)C2	10	3.6	/	-2	/	-0.13	/	-0.037	0.9
Cn1c(SCc2nc(-c3cccs3)no2)nnc1C1CCCCC1	2	-0.56	-1.1	6	-19	-0.28	5	0	0.9
COC(=O)COc1ccc(S(=O)(=O)NCc2ccncc2)cc1	11	-2.4	-0.9	-3	5	-2*	2	2.7*	1.1
CCn1cc(C(=O)NCc2ccc3c(c2)OCO3)c(=O)c2cc(S(=O)(=O)N3CCOCC3)ccc21	27	3.7*	-1.7	2	7	-0.11	0	-0.063	0.9
COc1cccc(C2N(c3ccc(Cl)cc3)C(=O)C3CCCN32)c1 (configuration not stated)	-1	0.43	-0.6	2	-18	0.19	-15	-0.9	1
Cc1nc2ccc(F)cc2cc1C(=O)NCC1CCCO1 (configuration not stated)	0	/	1.1	7	-9	-0.96	-4	-0.61	0.8
CCOc1ccccc1NC(=O)CCSc1nc2n[nH]c(C)c2c(=N)n1-c1ccccc1Cl	14	3.8*	/	3	/	-0.87	/	1.6	1
CCOc1ccccc1Nc1nnc(SCc2ccc(C(=O)OC)o2)s1	12	2.5	-1.1	4	4	0.54	3	0.39	1
FC(F)(F)c1cnc2c(c1)Nc1ccccc1S2	5	3.3	0.1	-1	26	0.019	2	0.17	0.9
Cc1cccc(Nc2ncccc2C(=O)O)c1C	-6	-0.074	-0.6	2	-8	1.2	7	0.7	1
CCc1c(C)sc(NC(=O)c2ccc(Br)o2)c1C(=O)OC	10	-0.99	-1.4	4	-26	-0.053	8	-0.19	1
CC1(C2(O)CC(c3ccccc3)ON2)CCCCC1 (configuration not stated)	/	0.019	-3.6	5	-7	-0.53	/	0.077	0.9
O=S(=O)(Nc1cccc2cccnc12)c1ccc(S(=O)(=O)N2CCCC2)cc1	11	-0.2	-0.2	4	23	-1.9	11	0.39	0.9
Cc1ccc(C)c(CSc2nnc(-c3cccnc3)o2)c1	19	-0.19	-0.2	2	18	-0.14	2	-0.23	0.9
Cc1nn(C)cc1/C=N/n1nnnc1N	/	/	-4.0	1	3	-0.44	/	0.4	0.9
CCOC(=O)c1[nH]c(C)c(C(=O)Nc2ccc3c(c2)CCC3)c1C	8	-0.79	-1.2	6	16	-0.46	-6	-0.017	0.8
COc1ccc(OCC(=O)Nc2ccc(N3CCOCC3)cc2)cc1	3	0.26	-1.7	8	5	0.21	-10	-0.053	1
O=C(COC(=O)Cn1cnc2ccccc21)Nc1ccc2c(c1)OCCO2	-5	-1.4	0.1	14	-6	-0.061	-4	0.018	1
CCOC(=O)Cn1nc(C)c2ccccc2c1=O	/	/	-2.7	10	3	0.57	/	-0.027	0.9
Cc1cc(C)nc(NS(=O)(=O)c2ccc(NC(=O)CCN3C(=O)c4ccccc4C3=O)cc2)n1	-2	0.34	-1.7	/	-15	/	0	/	0.9
CC1CN(C(c2cccs2)c2sc3ncnn3c2O)CC(C)O1 (configuration not stated)	8	-0.19	1.1	1	1	-0.0026	-1	0.029	1
COCCn1c(SCC(=O)OC(C)C)nnc1-c1ccccc1	11	1.7	-0.6	1	-19	0.78	-4	1	0.9
CS(=O)(=O)Nc1ccccc1C(=O)N1CCCC1	0	/	/	8	/	-0.26	/	0.018	0.9
NC(=S)c1ccc(C(N)=S)o1	11	0.23	0.5	8	4	0.76	-6	2.4	0.9
O=C1c2ccccc2C(Nc2cccnc2)N1Cc1ccccc1Cl (configuration not stated)	2	1.2	-0.2	9	-1	0.011	1	0.56	0.8

New compounds follow
SMILES	HEK293 NFkB inh	D1 allo mod	S1P3 agonist	Ec RNAP inh	S1P1 ag-PAM	M1 antagonist	Jurkat viability	M1 agonist	TNAP act DEA
Cn1c(/C(C#N)=C/Nc2ccccn2)nc2ccccc21	/	2	-0.2	5	-7	0.4	/	-2.1	1
COc1cc2[nH]c(=S)n(CCN3CCOCC3)c(=O)c2cc1OC	22	1.3	-0.6	3	7	0.33	2	0.13	0.9
CCOc1ccc(N(CC(=O)NCc2ccc(F)cc2)S(=O)(=O)c2c(C)noc2C)cc1	3	0.097	-0.7	4	-24	0.59	3	-0.026	1
CC(C)C(OC(=O)c1cccs1)C(=O)NCc1cccs1 (configuration not stated)	9	0.43	0.0	9	7	-0.05	-4	-0.41	0.9
O=C(C1CCCCC1)N1CCN(S(=O)(=O)c2ccc(Br)cc2)CC1	14	1	-0.6	8	-23	0.038	3	-0.65	0.9
CCOCCCNC(=O)C1CCN(S(=O)(=O)CC)CC1	1	-0.74	-0.9	0	1	-0.081	7	-0.13	0.8
Cc1ccc(S(=O)(=O)N2CCOCC2)cc1C(=O)O	-4	-0.31	0.0	8	/	-0.55	7	-0.038	0.9
CN1CCN(c2oc(-c3ccco3)nc2S(=O)(=O)c2ccccc2)CC1	10	-1.7	-0.1	4	-20	0.16	0	0.25	0.9
CC1(C)NC(=O)N(CCOCCSc2ccccc2)C1=O	16	0.08	-1.0	2	1	0.7	3	-0.075	1
O=C(CSc1nnc(-c2cccnc2)n1Cc1ccco1)c1ccc2ccccc2c1	8	0.64	-1.4	-9	30	0.083	6	1.1	0.9
Fc1cccc(Cl)c1Cn1nnc2c(NCc3ccccn3)ncnc21	10	-0.015	-0.9	8	-18	0.073	1	-0.24	1
Cc1cccc(NC(=O)Cn2nnc(-c3ccc(CN4CCCC4)cc3)n2)c1C	6	0.25	-1.1	1	-17	0.71	6	-0.54	1
CC1CCc2c(C(=O)Oc3cccc(-n4cnnn4)c3)csc2C1 (configuration not stated)	4	/	/	3	/	0.21	/	-0.8	0.8
Cc1nn(-c2ccc(F)cc2F)c2c1-c1nc(N3CCCC3)ncc1CC2	14	-5.9*	-1.1	-1	-8	-0.22	-1	0.71	1
OC(CN1c2ccccc2Sc2ccccc21)Cn1nnc2ccccc21 (configuration not stated)	8	-0.36	-1.2	9	/	0.26	2	0.083	0.9

Four compounds from above, arranged by the value under M1 agonist, falling:
mol | HEK293 NFkB inh | D1 allo mod | S1P3 agonist | Ec RNAP inh | S1P1 ag-PAM | M1 antagonist | M1 agonist | TNAP act DEA
Cc1nn(-c2ccc(F)cc2F)c2c1-c1nc(N3CCCC3)ncc1CC2 | 14 | -5.9* | -1.1 | -1 | -8 | -0.22 | 0.71 | 1
COc1cc2[nH]c(=S)n(CCN3CCOCC3)c(=O)c2cc1OC | 22 | 1.3 | -0.6 | 3 | 7 | 0.33 | 0.13 | 0.9
Fc1cccc(Cl)c1Cn1nnc2c(NCc3ccccn3)ncnc21 | 10 | -0.015 | -0.9 | 8 | -18 | 0.073 | -0.24 | 1
Cc1cccc(NC(=O)Cn2nnc(-c3ccc(CN4CCCC4)cc3)n2)c1C | 6 | 0.25 | -1.1 | 1 | -17 | 0.71 | -0.54 | 1
